From PubChem
EPAC1 agonist: EPAC1 (human) agonism; O95398; EPAC1 agonist qHTS, biochemical assay; response scale: 100% = response to 6.5 mM cAMP; Potency, µM (highest dose often 154 µM), without a hit: top-dose activation, most hits filed as activators; actives 0.073% (n = 360,000); AID 720707; also: potency is read from the fitted curve at half-maximal effect; nearly all actives have a fitted effect of over 60% in size
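Nucleotide exchange by EPAC1 (100 nM) on Rap1B–BODIPY-GDP (250 nM) in the presence of 50 uM GDP is tracked fluorescently at 480/540 nm over 30 min. Signals are normalized to a 6.5 mM cAMP control.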
GLP1R inv ag: acts as inverse agonist at human GLP-1 receptor; P43220; HEK293 GLP-1R CRE-luciferase, luminescence, 24 h; GLP-1R form is constitutively active; Potency, µM (series often up to 38.3 µM), inactives show top-dose activity change, negative = inhibition, most hits filed as inhibitors; actives 1.6% (n = 410,000); AID 624417; also: potency is read from the fitted curve at half-maximal effect; % is scaled to controls: 0 for no effect and ±100 for the full control effect; nearly all actives have a fitted effect of over 55% in size
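qHTS in 1536-well format: reporter HEK293 cells expressing constitutive GLP-1R activity in DMEM + 10% Nu serum, 24 hr with compounds at 37 deg C, luminescence read after 12 min with detection reagent.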
PI5P4K alpha inh: blocks human PI5P4K alpha kinase activity; P48426; PI5P4Kalpha enzyme, ADP-Glo luminescence, 60 min; stronger effect = lower value; actives 1.2% (n = 330,000); max response, %; active = max response of -50% or lower; inconclusive = between -30% and -50%; inactive = -30% or higher; also: value at the top dose of about 77 µM; % is scaled to controls: 0 for no effect and ±100 for the full control effect
Target sequence (P48426 whole entry, looked up): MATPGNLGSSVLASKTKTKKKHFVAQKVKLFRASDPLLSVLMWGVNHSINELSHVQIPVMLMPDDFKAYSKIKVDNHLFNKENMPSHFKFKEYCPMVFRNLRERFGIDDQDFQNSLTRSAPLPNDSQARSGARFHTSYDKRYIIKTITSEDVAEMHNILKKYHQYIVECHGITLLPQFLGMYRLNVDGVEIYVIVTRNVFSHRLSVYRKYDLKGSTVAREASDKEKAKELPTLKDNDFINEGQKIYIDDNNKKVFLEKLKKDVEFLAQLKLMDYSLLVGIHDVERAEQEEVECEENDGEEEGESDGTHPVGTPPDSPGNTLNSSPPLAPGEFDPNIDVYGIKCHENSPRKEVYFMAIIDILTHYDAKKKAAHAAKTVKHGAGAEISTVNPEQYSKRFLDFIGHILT
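Reactions run in 0.038 M HEPES pH 7.4, 0.28 mM EGTA, 0.1% CHAPS and 5% DMSO, with PI5P4Kalpha, substrate, compound and 5 microM ATP final, one hour at room temperature. Readout is ADP-Glo luminescence.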
PLK1 PBD inh: PLK1 (human) polo-box domain binding inhibition; P53350; Plk1 PBD binding of FITC phosphopeptide, fluorescence polarization; Potency, µM, for the others: max response, negative = inhibition, most hits filed as inhibitors; actives 2.8% (n = 360,000); AID 720504; also: potency is read from the fitted curve at half-maximal effect; series mostly up to about 57 µM; % is scaled to controls: 0 for no effect and ±100 for the full control effect; nearly all actives have a fitted effect of over 65% in size
Target sequence (P53350 whole entry, looked up, the tested form may be a part): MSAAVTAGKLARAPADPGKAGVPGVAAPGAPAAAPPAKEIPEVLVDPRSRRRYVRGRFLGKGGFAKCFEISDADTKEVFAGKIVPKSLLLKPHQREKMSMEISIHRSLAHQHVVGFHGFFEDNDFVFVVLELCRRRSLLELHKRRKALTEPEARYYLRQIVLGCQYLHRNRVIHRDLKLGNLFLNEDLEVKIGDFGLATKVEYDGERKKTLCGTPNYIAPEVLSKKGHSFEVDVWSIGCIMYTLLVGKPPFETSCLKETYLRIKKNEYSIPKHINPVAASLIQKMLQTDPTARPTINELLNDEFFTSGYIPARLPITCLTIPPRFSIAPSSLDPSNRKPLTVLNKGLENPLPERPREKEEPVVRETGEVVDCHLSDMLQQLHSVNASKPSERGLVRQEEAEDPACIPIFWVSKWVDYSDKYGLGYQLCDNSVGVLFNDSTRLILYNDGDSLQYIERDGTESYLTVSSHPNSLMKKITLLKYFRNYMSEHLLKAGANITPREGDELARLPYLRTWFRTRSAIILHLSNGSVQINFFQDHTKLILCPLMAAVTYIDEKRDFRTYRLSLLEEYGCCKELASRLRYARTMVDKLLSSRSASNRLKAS
IL2 activator: activators of IL-2; AID 652025; activation, % (series mostly up to about 46 µM); IL-2 activation reporter assay, cell-based qHTS; stimulated with anti-CD3/CD4/CD28 beads; in transgenic mouse T cells; actives 0.065% (n = 360,000); in the data active = activation above about 50%; inconclusive = mostly about 30% to 49%; also: 0% is about no effect
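Readout is EGFP and DsRed signal by fluorescent plate cytometry after 18 h at 37 degrees C. Transgenic mouse T cells (750/well) received compound for 60 min before bead stimulation (anti-CD3, anti-CD4, anti-CD28); memory T cells served as non-tolerant control.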
GLP-1R agonist: agonists of human GLP-1 receptor | P43220 | HEK293 GLP-1R CRE-luciferase, luminescence, 4-6 h; cells express a hypersensitive GLP-1R form | Potency, µM (highest dose often 45.6 µM), inactives show top-dose activation, actives largely listed as activators | actives 0.007% (n = 380,000) | AID 624172; also: potency is read from the fitted curve at half-maximal effect; % of control where 0% means no effect
EPAC1 antagonist: EPAC1 (human) antagonism. O95398. EPAC1 GEF assay, Rap1b-BODIPY-GDP exchange fluorescence. Potency, µM (series often up to 115 µM), without a hit: top-dose activity change, negative = inhibition, hits mostly inhibitors. actives 0.14% (n = 360,000);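 also: potency is read from the fitted curve at half-maximal effect; plate controls were vehicle for no effect and positive control for full effect; nearly all actives have a fitted effect of over 50% in size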
PTHR1 ag: agonists of human PTHR1 parathyroid hormone receptor. Q03431. HEK293 GP2 PTHR1 cells, GloSensor cAMP luminescence, 1 h. Potency, µM (highest dose often 115 µM), for inactives: at the highest dose activation, hits mostly activators. actives 0.075% (n = 410,000); also: potency is read from the fitted curve at half-maximal effect; nearly all actives have a fitted effect of over 55% in size; some results filed as inactive show a strong effect at the top dose; inactives centre near -15; many of its hits are not listed in these tables
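HEK-293-derived GP2 cells expressing PTHR1 and a GloSensor cAMP reporter, 3,000/well, plated overnight, given luciferin plus IBMX (each 0.5 mM as added) for 1 h at 37 °C, then compound for 1 h at 37 °C. Luminescence was read after 15 min at room temperature.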
HEK293 tox: cytotoxicity in counter-screen for GLP-1R inverse agonists. Potency, µM (top dose mostly 38.3 µM), for inactives: at the highest dose activity change, negative = inhibition, actives largely listed as inhibitors. actives 0.13% (n = 410,000). HEK293 cAMP-luciferase reporter cells, luminescence, 24 h;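 also: loss of luciferase light is scored as toxicity; potency is read from the fitted curve at half-maximal effect; % is scaled to controls: 0 for no effect and ±100 for the full control effect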
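A 23 nL compound transfer followed 12 hours of cell culture at 37 deg C; exposure then lasted 24 hr. Luciferase assay detection reagent was dispensed and plates read for luminescence after a 12 min room-temperature wait.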
* = called active by the depositor; i = inactive; ? = inconclusive; . = not tested or not shown; [ ] = another dose, or the depositor's remark. Unless noted, calls follow the shape of the dose curve; as a rule, active = well fitted curve in the direction sought with a large enough effect; inconclusive = small, poorly fitted or top-dose-only effect, or another doubt; inactive = no such curve, though single readings can be large; an effect the other way counts as inactive or inconclusive. This is a subset, so the mix of outcomes need not match the whole.

Compound	EPAC1 agonist	GLP1R inv ag	PI5P4K alpha inh	PLK1 PBD inh	IL2 activator	GLP-1R agonist	EPAC1 antagonist	PTHR1 ag	HEK293 tox
C/C(=N\Oc1cccc(F)n1)c1ccc(Cl)cc1Cl	6%	?	-7	-3%	0.1	0%	-9%	i	-3%
CCOCCCNC(=O)C1CCC(CNS(=O)(=O)c2ccc(F)cc2)CC1 (stereo not given)	8%	6%	-8	-13%	0.0	-1%	-1%	-3%[57.5 µM]	3%
COc1ccc(CCNC(=O)CCN2C(=O)c3cccc4cccc(c34)C2=O)cc1OC	-6%	8%	6	1%	0.9	0%	27%	-6%	2%
CCOc1ccc(C(=O)n2cc(C(=O)OC)c3ccccc32)cc1	-1%	10%	16	-1%	-0.5	17%	-2%	-18%	-1%
COc1ccc(Cc2nc(=S)[nH][nH]2)cc1Br	-3%	3%	-10	?	0.8	6%	10%	i	3%
CCNC(=O)COc1ccc(OCc2ccccc2)cc1	8%	9%	6	-23%	-0.4	19%	-17%	-40%[inhibitor]	6%
CCOC(=O)C1CCN(C(=O)CSc2c3c(nc4ccccc24)CCC3)CC1	-3%	3%	0	-3%	-3.6	11%	3%	i	-10%
COc1ccccc1CN(C)C(=O)c1cccc(S(=O)(=O)N2CCN(Cc3ccccc3)CC2)c1	-52%	?	-4	-2%	-0.8	-10%	-11%	-31%	-5%
CCN(CC)C(=O)C1CC(c2ccc(OC)cc2)=NO1 (stereo not given)	0%	3%	.	-4%	1.7	3%	-1%	i	-7%
Cc1ccc(C(=O)N/C(=C/c2ccco2)C(=O)N2CCC(C)CC2)cc1	0%	-11%	5	-4%	-0.1	4%	1%	i	-16%
Cn1cnc(S(=O)(=O)NCc2ccccc2)c1	5%	8%	-9	-4%	1.1	-12%	9%	i	?
C=CCOc1c(Br)cc(CNc2nccs2)cc1OC	10%	0%	.	-9%	-2.4	19%	-1%	-75%[inhibitor]	12%
COc1cccc(C(=O)O[C@H]2[C@H](C)NS(=O)(=O)[C@H]3C[C@@H]4C=C[C@]23O4)c1	-6%	11%	-3	-15%	-0.2	-1%	-13%	12%	5%
COC(=O)c1cc(NC2c3ccccc3C(=O)N2c2ccc(Cl)cn2)cc(C(=O)OC)c1 (stereo not given)	4%	6%	13	-3%	-3.3	12%	-14%	i	-4%
O=C(Nc1ccccc1N1CCOCC1)c1cc2c(s1)CCCCC2	21%	-25%[7.66 µM]	2	-4%	0.4	6%	0%	-16%	9%[7.66 µM]
COc1ccccc1CNC(=O)C(=O)NCC1OCCN1S(=O)(=O)c1ccc2c(c1)OCCO2 (stereo not given)	-4%	3%	-4	-2%	-0.8	2%	3%	-27%	0%
Cc1ccc2c(C)c(C(=O)N(Cc3ccc(F)cc3)C3CCS(=O)(=O)C3)oc2c1 (stereo not given)	0%	?	2	-7%	0.8	0%	-18%	-17%	0%
Cc1cccc(NC(=O)C(CC(C)C)NC(=O)C2CCC(C)CC2)n1 (stereo not given)	1%	-48%	0	-17%	2.2	3%	-27%	?	0%
Cc1cc(CSc2ccccc2)ccc1NC(=O)c1ccc(CN2CCOCC2)cc1	-5%	-15%	1	-3%	-2.1	1%	7%	-27%	-4%
CCOc1ccc(N2CC(C(=O)Nc3nnc(C4CCCCC4)s3)CC2=O)cc1 (stereo not given)	1%	-13%	-3	-12%	2.3	10%	0%	-6%	-6%
O=C(OCc1ccc([N+](=O)[O-])cc1)c1ccccn1	0%	-3%	14	-8%	-0.5	5%	-7%	i	1%
CS(=O)(=O)N(Cc1ccc(C(=O)NN=C2CCCCCC2)cc1)c1ccccc1	-24%	18%	1	-7%	-0.4	4%	?	-7%	20%
COc1ccc(OC)c(-c2csc(N(CC3CCCO3)C(=O)Cc3ccccc3)n2)c1 (stereo not given)	14%	?	1	-12%	-4.9	3%	-7%	i	30%
CCC(=O)N1CCc2cc(Br)cc(S(=O)(=O)N3CCN(c4cccc(Cl)c4)CC3)c21	.	4%	.	.	.	0%	.	-38%[inhibitor]	-7%
Cc1onc(-c2ccccc2)c1NC(=O)N(CCC#N)Cc1cccs1	7%	0%	0	-13%	-0.2	3%	-9%	-10%	10%
COc1ccc(S(=O)(=O)N2CCCCCC2)cc1NC(=O)Cc1ccc(OC)c(OC)c1	6%	11%	6	6%	0.0	5%	-10%	-16%	0%
COC/C=C/C1=CC2=CC(=O)C(C)(OC(=O)c3cnc4ccccc4n3)C(=O)C2=CN1CCN1CCOCC1 (stereo not given)	9%	-5%	-3	-12%	-0.2	-5%	-27%	-17%	-13%
COc1ccccc1C(=O)NCCC(=O)N(C)Cc1cccs1	-2%	7%	11	-5%	1.6	7%	-39%	3%	11%
COC1=CC(=O)c2nc(Cl)ccc2C1=O	-23%	?	-14	-19%	-0.9	-24%	?	-54%	?
O=C(Nc1nc2c(Cl)cccc2s1)C1CC1	-3%	1%	5	6%	0.4	-5%	-6%	i	-4%
COc1cccc(NC(=O)C2(C)CCN2C(=O)CCc2ccc(Cl)cc2Cl)c1 (stereo not given)	2%	?	18	-10%	0.3	9%	-3%	-19%	-3%
CC1(C)Cc2ccccc2-c2n[nH]c(=S)n21	1%	6%	.	?	-0.4	-1%	18%	-24%	-7%
COc1ccc(-c2cc3nc(NCCOc4ccccc4)ccn3n2)cc1	4%	?	23	-2%	-0.2	-7%	-9%	-44%[inhibitor]	2%
Cc1ccc(Cl)cc1NC(=S)N(CCN(C)C)Cc1cccs1	0%	?	10	-1%	-0.8	-4%	-23%	-25%	-27%
C[C@@H]1CN([C@@H](C)CO)C(=O)CCCn2nncc2CO[C@H]1CN(C)C(=O)OCc1ccccc1	-7%	1%	3	-6%	0.2	7%	5%	-14%	-22%
COc1cc(NC(=O)c2cc(-c3ccccc3Cl)on2)cc(OC)c1OC	20%	?	-5	-10%	0.0	-3%	-30%	-17%	-13%
Clc1cccc(-c2noc3ncnc(NC4CCCCC4)c23)c1	.	19%	.	.	.	1%	.	?	15%
N#C/C(=C\c1cn[nH]c1-c1ccccc1)C(=O)NC1CCCCCC1	?	?	.	-8%	-1.6	12%	2%	i	-14%
CN(C)C(=O)CN1C(=O)NC2(CCc3ccccc32)C1=O (stereo not given)	-3%	33%[activator]	2	-2%	0.7	-2%	-11%	-5%	16%
COC(=O)[C@H](CC(C)C)NC(=O)Nc1ccc(S(N)(=O)=O)cc1	3%	-9%	2	-5%	-0.2	7%	7%	i	-9%

Further entries follow:
Values run as follows: EPAC1 agonist | GLP1R inv ag | PI5P4K alpha inh | PLK1 PBD inh | IL2 activator | GLP-1R agonist | EPAC1 antagonist | PTHR1 ag | HEK293 tox
> O=c1n(Cc2ccc(Cl)cc2)nc2n1-c1ccccc1OC2
 : . | 10% | . | . | . | 0% | . | i | 5%
> CC(OC(=O)c1nc(Cl)ccc1Cl)C(=O)Nc1ccc2c(c1)OCCO2 (stereo not given)
 : 3% | 28% | 10 | -5% | 1.3 | 13% | -7% | -17% | -10%
> Cc1ccccc1CNC(=O)C1CCC(=O)N(C2CC2)C1 (stereo not given)
 : 9% | 15% | -4 | -5% | 2.0 | -3% | -5% | i | 2%
> COc1cccc(N2CC(C(=O)Nc3nnc(SCCC4OCCO4)s3)CC2=O)c1 (stereo not given)
 : 19% | 22% | ? | ? | 0.6 | -6% | -20% | -15% | -3%
> O=C(Cc1ccccc1)NN1C(=O)C2C3C=CC(C3)[C@@H]2C1=O (stereo not given in full)
 : 3% | 10% | -6 | -4% | 3.1 | -1% | 8% | -22% | -10%
> COc1cc(NC(=O)Nc2ccccc2OC)c(OC)cc1NC(=O)CN1CCCCC1
 : 6% | ? | 10 | 0% | 0.6 | -1% | -8% | i | -29%

Four entries from above, set out differently.
Cc1ccc(C(=O)N/C(=C/c2ccco2)C(=O)N2CCC(C)CC2)cc1
  EPAC1 agonist: 0%
  GLP1R inv ag: -11%
  PI5P4K alpha inh: 5
  PLK1 PBD inh: -4%
  IL2 activator: -0.1
  GLP-1R agonist: 4%
  EPAC1 antagonist: 1%
  PTHR1 ag: i
  HEK293 tox: -16%

Cn1cnc(S(=O)(=O)NCc2ccccc2)c1
  EPAC1 agonist: 5%
  GLP1R inv ag: 8%
  PI5P4K alpha inh: -9
  PLK1 PBD inh: -4%
  IL2 activator: 1.1
  GLP-1R agonist: -12%
  EPAC1 antagonist: 9%
  PTHR1 ag: i
  HEK293 tox: ?

C=CCOc1c(Br)cc(CNc2nccs2)cc1OC
  EPAC1 agonist: 10%
  GLP1R inv ag: 0%
  PI5P4K alpha inh: .
  PLK1 PBD inh: -9%
  IL2 activator: -2.4
  GLP-1R agonist: 19%
  EPAC1 antagonist: -1%
  PTHR1 ag: -75%[inhibitor]
  HEK293 tox: 12%

COc1cccc(C(=O)O[C@H]2[C@H](C)NS(=O)(=O)[C@H]3C[C@@H]4C=C[C@]23O4)c1
  EPAC1 agonist: -6%
  GLP1R inv ag: 11%
  PI5P4K alpha inh: -3
  PLK1 PBD inh: -15%
  IL2 activator: -0.2
  GLP-1R agonist: -1%
  EPAC1 antagonist: -13%
  PTHR1 ag: 12%
  HEK293 tox: 5%
